aSyn tox rescue: alpha-synuclein toxicity suppression in yeast. Potency, µM (doses to about 46.1 µM), without a hit: top-dose growth rescue (activation), actives largely listed as activators. S. cerevisiae alpha-synuclein toxicity rescue, BacTiter-Glo growth, 24 h. 0.02% of 94,000 active. AID 1347070; active = well fitted activation curve with a large enough effect; inconclusive = small, poorly fitted or top-dose-only effect; also: 0% is about no effect
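Growth restoration measured by BacTiter-Glo luminescence after 24 hr at 30 deg C; alpha-synuclein yeast, raffinose-pregrown to mid-log, were added at OD600=0.02 in galactose medium onto pinned compounds.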
Numbers without * were called inactive; & = joins results of further samples; [ ] = remark or other dose. Potency is read from the fitted curve at half-maximal effect. An excerpt; the hit share may differ from the screen's.

Results for CCc1ccc(S(=O)(=O)c2cn(C)c3cc(N4CCOCC4)c(F)cc3c2=O)cc1 ?
aSyn tox rescue: -7%

What do the screens show for `COc1ccc(C)cc1NC(=O)c1ccc(S(=O)(=O)N2CCCCC2)cc1`?
aSyn tox rescue: 22%

What do the screens show for `COc1ccc(NC(=O)CSC2=Nc3ccccc3C3=NC(CCC(=O)NCCc4ccccc4)C(=O)N23)cc1` (stereo unspecified)?
aSyn tox rescue: -4%

How did Cc1ccc(S(=O)(=O)c2nc(-c3cccs3)oc2SC(C)C)cc1 do in these assays?
aSyn tox rescue: 5%

Results for Cc1nn(C)cc1C(C(=O)NC1CCCCC1)N(Cc1ccc(F)cc1)C(=O)c1cnccn1 (stereo unspecified) ?
aSyn tox rescue: -7%

What do the screens show for `O=C(Cn1ncc2c(=O)oc3ccccc3c21)N(Cc1ccco1)C1CCCCC1`?
aSyn tox rescue: -5%

What do the screens show for `CCOc1ccc(NC(=O)Cc2csc(COc3cccc(C)c3)n2)cc1`?
aSyn tox rescue: -1%

How did COc1ccc(N2C(=O)CC(Sc3nccc(C)n3)C2=O)c(OC)c1 (stereo unspecified) do in these assays?
aSyn tox rescue: 8%

How did COc1cccc(NC(=O)CSC2=Nc3ccccc3N=C(c3ccc(F)cc3)C2)c1 do in these assays?
aSyn tox rescue: -6%

How did O=S(=O)(NCC(c1ccco1)S(=O)(=O)c1cccs1)c1ccc(Cl)cc1 (stereo unspecified) do in these assays?
aSyn tox rescue: -5%

What do the screens show for `COCCCNC(=O)c1ccc2c(c1)N=C(C)c1c(C)ccc(C)c1S2`?
aSyn tox rescue: -3%

What do the screens show for `Nc1ccccc1SC(C[N+](=O)[O-])c1ccccc1` (stereo unspecified)?
aSyn tox rescue: -74%[inhibitor]

Results for OCCC1CN(Cc2cccc3nonc23)CCN1Cc1ccsc1 (stereo unspecified) ?
aSyn tox rescue: 14%

Results for CC(=O)Nc1ccc(NS(=O)(=O)c2cc([N+](=O)[O-])ccc2C)cc1 ?
aSyn tox rescue: -3%

How did O=C(Nc1ccnn1C1CCN(C(=O)c2cccnc2)CC1)c1cccc(F)c1 do in these assays?
aSyn tox rescue: 1%

How did CN(Cc1ccccc1)C(=O)CSc1nnc(-c2cccc(Cl)c2)o1 do in these assays?
aSyn tox rescue: 6%

Results for CC(C)(C)c1ccc(-c2noc(-c3ccc4c(c3)CCO4)n2)cc1 ?
aSyn tox rescue: -24%

What do the screens show for `C[C@@H]1CN([C@@H](C)CO)C(=O)c2cc(Br)cnc2O[C@H]1CN(C)C(=O)NC1CCCC1`?
aSyn tox rescue: -8%

What do the screens show for `COc1ccc(NC(=O)Cn2cnc3c(nc4n3CCCCC4)c2=O)c(OC)c1`?
aSyn tox rescue: -2%

What do the screens show for `COc1ccc(-c2cc(C(F)F)n3ncc(C(=O)Nc4cccc(S(=O)(=O)N5CCOCC5)c4)c3n2)cc1`?
aSyn tox rescue: -6%

A draw from above in order of heavy-atom count, low to high.
Results for CC(=O)Nc1ccc(NS(=O)(=O)c2cc([N+](=O)[O-])ccc2C)cc1 ?
aSyn tox rescue: -3%

How did CN(Cc1ccccc1)C(=O)CSc1nnc(-c2cccc(Cl)c2)o1 do in these assays?
aSyn tox rescue: 6%

What do the screens show for `C[C@@H]1CN([C@@H](C)CO)C(=O)c2cc(Br)cnc2O[C@H]1CN(C)C(=O)NC1CCCC1`?
aSyn tox rescue: -8%

Next part.
How did COc1ccc(CCNC(=O)Cc2c(C)c3cc(OC)c(OC)cc3oc2=O)cc1 do in these assays?
aSyn tox rescue: 2%

What do the screens show for `Cc1csc(NC(=O)c2cc3c(s2)CCCC3)n1`?
aSyn tox rescue: -43%[inhibitor]

How did Cc1cccc(NC(=S)N2CCN(S(=O)(=O)c3cccc(F)c3)CC2)c1 do in these assays?
aSyn tox rescue: -2%

How did Cn1cc(C(=O)N/N=C/C2=C(N3CCOCC3)C(=C/c3ccc([N+](=O)[O-])cc3)/CC2)ccc1=O do in these assays?
aSyn tox rescue: 4%

What do the screens show for `O=C(COc1coc(CN2CCc3ccccc32)cc1=O)N1CCCCC1`?
aSyn tox rescue: 2%

How did COc1ccc(NC(=S)N/N=C/c2cccn2Cc2ccccc2F)cc1 do in these assays?
aSyn tox rescue: 8%

How did CCCn1c2ccccc2c2cnn(CC(=O)N(C)c3ccccc3CC)c(=O)c21 do in these assays?
aSyn tox rescue: -5%

What do the screens show for `CCn1cc(C(=O)O)c(=O)c2cc(F)c(N3CCN(C(=S)NC(=O)c4ccccc4C)CC3)cc21`?
aSyn tox rescue: -10%

What do the screens show for `CCOc1ccccc1NC(=O)CCNS(=O)(=O)c1ccc2c(c1)CCN2C(=O)C1CC1`?
aSyn tox rescue: -9%

What do the screens show for `COC(=O)c1c(-c2ccc(Cl)cc2)noc1N1CCN(c2ccc(F)cc2)CC1`?
aSyn tox rescue: -1%

Results for CC1=C(C(=O)N(C)C)CC(CC(=O)NCc2cccs2)C(=O)N1Cc1ccccc1 (stereo unspecified) ?
aSyn tox rescue: -7%

Results for CCOC(=O)c1c(NC(=O)c2cc3nc(-c4ccc(OC)cc4)cc(C(F)(F)F)n3n2)sc(C)c1C ?
aSyn tox rescue: -17%

Results for CCOC(=O)C1=C(COC(=O)CCNS(=O)(=O)c2ccc(NC(C)=O)cc2)NC(=O)NC1C (stereo unspecified) ?
aSyn tox rescue: -10%

How did Cc1ccc(CNC(=O)CN(C(=O)C2(C)CC(=O)N=C3C=CC=CN32)c2cccc(C)c2C)cc1 (stereo unspecified) do in these assays?
aSyn tox rescue: 7%

Results for COc1ccc(NC(=O)c2nc3nc(C)cc(C(F)F)n3n2)c(C)c1 ?
aSyn tox rescue: -22%

How did CN(Cc1cc(Cl)cc(Cl)c1)[C@H]1C[C@H]2c3[nH]c4ccccc4c3CCN2C(=O)[C@H]1CO do in these assays?
aSyn tox rescue: -5%

What do the screens show for `COc1cccc(N2CC(NC(=O)COc3ccc4ccccc4c3)CC2=O)c1` (stereo unspecified)?
aSyn tox rescue: inconclusive

What do the screens show for `CCN1CCN(CCCNC(=O)CS(=O)(=O)Cc2nc(-c3ccccc3C)oc2C)CC1`?
aSyn tox rescue: 5%

Results for CCN(CC(=O)Nc1ccc(NC(C)=O)cc1)C(=O)CSCc1c(C)noc1C ?
aSyn tox rescue: 0%

Results for COc1ccc(N2CCN(C(=O)c3c(C)oc4ncnc(N5CCCCC5)c34)CC2)cc1 ?
aSyn tox rescue: 3%

How did Cc1ccc(NS(=O)(=O)c2cc(C(=O)OCC(=O)NCC3CCCO3)ccc2C)cc1 (stereo unspecified) do in these assays?
aSyn tox rescue: 1%

Results for O=c1nc(/C=C/c2cccn2-c2ccc([N+](=O)[O-])cc2)cc(C(F)(F)F)[nH]1 ?
aSyn tox rescue: 8%

What do the screens show for `Cc1ccc(Cc2c(-c3ccc(Br)cc3)nc3ccc(Br)cn23)cc1`?
aSyn tox rescue: -6%

How did COc1ccc(OC)c(NC(=O)c2c(NCc3ccc(C)o3)sc3c2CCC(C)C3)c1 (stereo unspecified) do in these assays?
aSyn tox rescue: 8%

What do the screens show for `CNS(=O)(=O)c1cn(CC(=O)Nc2cccc(OC)c2)cc1S(=O)(=O)NC`?
aSyn tox rescue: 5%

Results for COc1ccc(-c2nc3c(c(SCC(=O)Nc4ccccc4F)n2)Cc2cc(C)ccc2O3)cc1 ?
aSyn tox rescue: 8%

What do the screens show for `CCC(C)NC(=O)CCC(=O)NNc1nc2ccccc2c2nc(C)nn12` (stereo unspecified)?
aSyn tox rescue: -9%&0%

Results for CC1CCN(S(=O)(=O)c2ccc3c(ccc(=O)n3CC(=O)NCc3ccccc3)c2)CC1 ?
aSyn tox rescue: -12%

How did Cc1ccccc1Cn1c(=O)n(CCc2ccccc2)c(=O)c2c(C)c(C)sc21 do in these assays?
aSyn tox rescue: -2%

How did COc1ccccc1CCNC(=O)C(=O)NCC1OCCN1S(=O)(=O)c1cc(F)ccc1F (stereo unspecified) do in these assays?
aSyn tox rescue: 1%

Results for Cc1sc2ncnc(SCC(=O)NC3CCCC3)c2c1C ?
aSyn tox rescue: 1%

Results for Fc1cc(NC(=S)NCc2ccc(CNC(=S)Nc3ccc(Cl)c(F)c3)cc2)ccc1Cl ?
aSyn tox rescue: 2%

What do the screens show for `Cc1ccc(-n2nnnc2CNC(=O)C(C)C)cc1C`?
aSyn tox rescue: -9%

Results for CCOC(=O)c1[nH]c(C)c(CCC(=O)Nc2ccc(C)cc2Cl)c1C ?
aSyn tox rescue: -6%

Results for COC(=O)CSc1nccc(-c2ccc(F)cc2)c1C#N ?
aSyn tox rescue: 13%

What do the screens show for `CCOc1ccc(-n2c(C)cc(/C=N/Nc3nc(C)cc(=O)[nH]3)c2C)cc1`?
aSyn tox rescue: -9%

What do the screens show for `CN(Cc1cccnc1)C(=O)CC1C(=O)NCCN1Cc1ccc(-c2ccccc2)cc1` (stereo unspecified)?
aSyn tox rescue: 1%

How did COc1ccccc1C(=O)OCn1nnc2ccccc2c1=O do in these assays?
aSyn tox rescue: -6%

What do the screens show for `Cc1cc(S(=O)(=O)NCC(c2ccc(F)cc2)N2CCN(C)CC2)ccc1F` (stereo unspecified)?
aSyn tox rescue: -7%

How did COc1ccc(-c2nnn3c2nc(NCCc2ccc(OC)c(OC)c2)c2ccccc23)cc1 do in these assays?
aSyn tox rescue: 1%

Quoted at random: 5 records from the list.
Results for Fc1cc(NC(=S)NCc2ccc(CNC(=S)Nc3ccc(Cl)c(F)c3)cc2)ccc1Cl ?
aSyn tox rescue: 2%

Results for COC(=O)CSc1nccc(-c2ccc(F)cc2)c1C#N ?
aSyn tox rescue: 13%

How did Cc1ccc(NS(=O)(=O)c2cc(C(=O)OCC(=O)NCC3CCCO3)ccc2C)cc1 (stereo unspecified) do in these assays?
aSyn tox rescue: 1%

How did COc1ccc(OC)c(NC(=O)c2c(NCc3ccc(C)o3)sc3c2CCC(C)C3)c1 (stereo unspecified) do in these assays?
aSyn tox rescue: 8%

How did COc1ccc(-c2nnn3c2nc(NCCc2ccc(OC)c(OC)c2)c2ccccc23)cc1 do in these assays?
aSyn tox rescue: 1%

Structures above containing a furan ring, fused or not, in the order listed:
What do the screens show for `O=C(Cn1ncc2c(=O)oc3ccccc3c21)N(Cc1ccco1)C1CCCCC1`?
aSyn tox rescue: -5%

How did O=S(=O)(NCC(c1ccco1)S(=O)(=O)c1cccs1)c1ccc(Cl)cc1 (stereo unspecified) do in these assays?
aSyn tox rescue: -5%

Results for COc1ccc(N2CCN(C(=O)c3c(C)oc4ncnc(N5CCCCC5)c34)CC2)cc1 ?
aSyn tox rescue: 3%

How did COc1ccc(OC)c(NC(=O)c2c(NCc3ccc(C)o3)sc3c2CCC(C)C3)c1 (stereo unspecified) do in these assays?
aSyn tox rescue: 8%

Further results
Results for CC(=O)c1sc(NC(=O)CCS(=O)(=O)c2ccc(F)cc2)nc1C ?
aSyn tox rescue: 6%

Results for O=C(NCC(c1ccco1)N1CCOCC1)c1ccc(C(F)(F)F)cc1 (stereo unspecified) ?
aSyn tox rescue: -4%

Results for COc1ccc(OC)c(NS(=O)(=O)c2cc3c(cc2Cl)N(C(C)=O)CCO3)c1 ?
aSyn tox rescue: 2%

How did COc1ccc(C(=O)c2cn(Cc3ccccc3OC)c3cc4c(cc3c2=O)OCO4)cc1 do in these assays?
aSyn tox rescue: 5%

How did CCOc1ccccc1NC(=O)CSc1nc2cc(OC)c(OC)cc2c2nc(CCn3c(C)nc4ccccc43)nn12 do in these assays?
aSyn tox rescue: 11%

Results for CCOc1ccccc1NC(=O)Cn1c(=O)n(Cc2ccc(C(=O)NCCCOC)cc2)c(=O)c2ccccc21 ?
aSyn tox rescue: -14%

Results for O=S(=O)(Nc1ccc(-c2ccc(N3CCCC3)nn2)cc1)c1ccc(C(F)(F)F)cc1 ?
aSyn tox rescue: -4%

Results for O=S(=O)(c1ccc(NC(=S)N2CCCCC2CO)cc1)N1CCOCC1 (stereo unspecified) ?
aSyn tox rescue: 10%

How did CCC1CCCCN1C(=O)Cn1c(=O)n(-c2ccccc2C(F)(F)F)c(=O)c2c(C)c(C(=O)N(C)C)sc21 (stereo unspecified) do in these assays?
aSyn tox rescue: -1%

What do the screens show for `CCOC(=O)C1CN(C(=O)OCC)CC1=NNC(N)=O` (stereo unspecified)?
aSyn tox rescue: -2%

How did COc1ccc(-c2c3c(=O)n(C)c(=O)n(C)c3c3c(C)nc4ccccc4n23)cc1 do in these assays?
aSyn tox rescue: -12%

What do the screens show for `O=C(Cn1nc(-c2ccccc2)c2ccccc2c1=O)NN1CCOCC1`?
aSyn tox rescue: -1%

Results for O=C(NCc1ccccc1F)c1ccc(CN2CC(=O)N3CCCCC3C2=O)cc1 (stereo unspecified) ?
aSyn tox rescue: -18%

Results for CC(CN1C(C)CCCC1C)OC(=O)c1cccc(Br)c1 (stereo unspecified) ?
aSyn tox rescue: 4%

What do the screens show for `COc1ccc(NC(=O)c2oc3ccccc3c2NC(=O)c2cc3ccccc3o2)cc1`?
aSyn tox rescue: -7%

How did Cc1cc(C)cc(N2C(=O)CCSC23C(=O)N(Cc2ccccc2)c2ccccc23)c1 (stereo unspecified) do in these assays?
aSyn tox rescue: 4%

How did O=C(NCc1ccccc1)c1cc2ccccc2o1 do in these assays?
aSyn tox rescue: 2%

What do the screens show for `CCn1c(=O)c2cc(C(=O)N3CCN(C)CC3)sc2c2ccccc21`?
aSyn tox rescue: -2%

What do the screens show for `COc1ccc(C2=C(N3CCN(c4cccc(C)c4C)CC3)c3ccccc3C2=O)cc1`?
aSyn tox rescue: 12%

Results for COc1ccc(N(C(=O)c2cc(OC)c(OC)c(OC)c2)S(=O)(=O)c2ccc(C)cc2)cc1 ?
aSyn tox rescue: -16%

How did O=C(CCc1c[nH]c2ccccc12)N1CCN(S(=O)(=O)c2ccccc2)CC1 do in these assays?
aSyn tox rescue: 0%

What do the screens show for `O=C(NCCN1CCCCCC1)C1CCCN1S(=O)(=O)c1cccc2nsnc12` (stereo unspecified)?
aSyn tox rescue: 9%

From PubChem BioAssay
